# MazEF act = activators of E. coli MazEF toxin-antitoxin RNase. activation, % at 20 µM. P0AE70. AID 504720. 350,000 tested, 0.32% active. FAM/BHQ RNA-DNA oligo cleavage fluorescence, 5 h; in the data active = activation above about 50%
# Target sequence (P0AE70 whole entry, looked up): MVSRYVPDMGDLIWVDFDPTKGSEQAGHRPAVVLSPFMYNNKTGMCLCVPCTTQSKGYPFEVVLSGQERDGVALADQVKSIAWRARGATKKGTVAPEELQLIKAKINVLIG
# GDH-TPI inh = GDH-TPI coupled enzyme inhibition counter-screen | 360,000 tested, 1.2% active | inhibition, % at 4.8 µM | GDH-TPI coupled enzyme counterscreen, NADH absorbance; in the data active = inhibition above about 30%;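 also: 0% = DMSO wells and 100% = wells lacking the enzyme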
# Vc quorum ag = quorum light induction in luxS cqsA deficient V. cholerae; activation, % at 18.7 µM; 350,000 tested, 0.16% active; AID 588436; V. cholerae BH1578 lux reporter, luminescence, 6 h; in the data active = activation mostly above about 9.7%, no sharp cut-off; also: not every result past the cut was called active; inactives centre near 0; reference of the scale not given here
# UGM FP inh = blocks M. tuberculosis UGM enzyme. AID 504406. purified UGM, fluorescence polarization probe displacement. inhibition, % at 10 µM. P9WIQ1. 320,000 tested, 0.06% active; in the data active = inhibition above about 10%, passing the limit was not always enough
# FBA Mtb inh = Mtb fructose-bisphosphate aldolase inhibition. purified M. tuberculosis FBA, fluorescence read-out. P9WQA3. AID 588726. 360,000 tested, 2.3% active. inhibition, % at 1 µM; in the data active = inhibition above about 27%;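 also: 0% = vehicle and 100% = reference inhibitor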
# Target sequence (P9WQA3 whole entry, looked up): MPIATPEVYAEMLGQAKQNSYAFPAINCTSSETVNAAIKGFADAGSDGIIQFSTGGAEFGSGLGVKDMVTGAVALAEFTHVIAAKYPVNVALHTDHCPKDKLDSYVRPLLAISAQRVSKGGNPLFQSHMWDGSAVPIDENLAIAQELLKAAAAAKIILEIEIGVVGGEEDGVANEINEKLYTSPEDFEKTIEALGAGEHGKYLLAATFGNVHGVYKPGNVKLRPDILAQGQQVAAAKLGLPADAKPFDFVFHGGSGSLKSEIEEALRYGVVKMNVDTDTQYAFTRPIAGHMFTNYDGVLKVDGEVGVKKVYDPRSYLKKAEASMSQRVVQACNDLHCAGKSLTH
# Rv3671c inh = inhibits the M. tuberculosis serine protease Rv3671c. AID 2606. P9WHR9. 320,000 tested, 0.048% active. inhibition, % at 5.96 µM; in the data active = inhibition above about 38%;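 also: extracellular domain of Rv3671c used as enzyme; 0% = enzyme with DMSO and 100% = no enzyme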
# Target sequence (P9WHR9 whole entry, looked up, the tested form may be a part): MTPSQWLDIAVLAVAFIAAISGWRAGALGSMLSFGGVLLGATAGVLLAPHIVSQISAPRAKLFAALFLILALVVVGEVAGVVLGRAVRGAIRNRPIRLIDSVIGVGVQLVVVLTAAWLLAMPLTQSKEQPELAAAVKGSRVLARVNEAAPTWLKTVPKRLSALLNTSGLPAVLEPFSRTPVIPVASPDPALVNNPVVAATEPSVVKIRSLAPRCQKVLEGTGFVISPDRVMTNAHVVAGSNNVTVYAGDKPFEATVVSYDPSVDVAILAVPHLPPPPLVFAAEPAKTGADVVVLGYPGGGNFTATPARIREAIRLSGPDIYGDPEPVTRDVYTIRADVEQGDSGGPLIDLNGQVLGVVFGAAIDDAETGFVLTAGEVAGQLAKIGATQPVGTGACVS
# SARS 3CLpro inh = SARS-CoV 3CLpro protease inhibition; P0C6X7; recombinant SARS-CoV 3CLpro, quenched FRET peptide cleavage; inhibition, % at 6 µM; 290,000 tested, 0.14% active; AID 1706; in the data active = inhibition above about 12%
# BioA inh = inhibitors of Mycobacterium tuberculosis BioA enzyme; inhibition, % at 9.99 µM; 360,000 tested, 0.096% active; purified M. tuberculosis BioA enzyme, plate reader; in the data active = inhibition above about 40%
# SSB-PriA inh = blocks PriA binding to SSB C-terminal tail. AlphaScreen SSBct-PriA binding, biotinylated peptide. inhibition, % at 33 µM. 430,000 tested, 0.6% active. AID 1272365; in the data active = inhibition mostly above about 37%, no sharp cut-off; inactive = mostly below about 20%;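 also: plate controls were negative control peptide for no effect and reference peptide for full effect; strong numbers were not always called active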
# VHR inh abs = blocks human VHR1 dual specificity phosphatase. recombinant VHR phosphatase, pNPP absorbance. inhibition, % at 13.3 µM. 290,000 tested, 0.52% active. AID 1654; in the data active = inhibition above about 50%; also: some compounds called inactive have numbers as strong as hits
# Target sequence (P51452 whole entry, looked up): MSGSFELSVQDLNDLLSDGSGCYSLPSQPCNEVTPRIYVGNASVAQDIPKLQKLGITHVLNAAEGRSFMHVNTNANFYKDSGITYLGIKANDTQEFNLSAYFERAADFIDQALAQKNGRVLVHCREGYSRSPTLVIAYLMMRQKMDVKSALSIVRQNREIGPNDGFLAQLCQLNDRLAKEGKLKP
# Numbers without * were called inactive; i = inactive; x = not tested or not shown; & = joins results of further samples. Not all compounds are listed. The share of hits here may be higher or lower than overall.
SMILES,MazEF act,GDH-TPI inh,Vc quorum ag,UGM FP inh,FBA Mtb inh,Rv3671c inh,SARS 3CLpro inh,BioA inh,SSB-PriA inh,VHR inh abs
CC(=O)Nc1cc(-c2cccc(C(=O)NCCN(C)C)c2)cn2c(-c3ccccc3)cnc12,x,8,i,x,2,x,x,4.2,x,x
CCc1cc(C(=O)NCC(c2ccc(OC)cc2)N2CCOCC2)sc1C (configuration not stated),2,1,-0.7,x,2,x,x,x,-6,x
COc1cc(/C=C/C(=O)c2c(O)n(CCc3ccccc3)c(=O)[nH]c2=O)ccc1O,-26,17,-3.4,0.7,-6,8,0,x,-5,30
O=C(CCCn1c(SCC(=O)NCC2CCCO2)nc2ccccc2c1=O)NCc1ccccc1 (configuration not stated),-9,-12,i,2.0,5,0,3,2.0,-10,29
O=C(CCc1nnc(CCCc2ccccc2)o1)NCCc1ccco1,-2,1,x,4.0,0,-4,-1,x,-5,-10
NC(=O)CSc1oc(-c2cccs2)nc1S(=O)(=O)c1ccccc1,2,5,i,1.5,4,2,3,-1.1,12,2
c1cn(CCCNC2=NCCCCC2)cn1,0,-7,6.7,-0.4,3,2,-8,1.0,15,10
O=C(NNC(=O)c1ccc(Oc2cc(Cl)cc(Cl)c2)o1)c1ccccc1,-7,6,0.7,0.6,-1,-19,1,x,-4,-18
OCCN(CCCn1c(-c2ccncc2)nc2ccccc21)c1nc(CN2CCCCC2)cs1,-1,2,-1.3,-0.9,2,5,5,-0.2,-1,25
O=C(Cn1cc(C(=O)C(F)(F)F)c2ccccc21)NCc1ccco1,1,13,-0.3,-1.1,-4,20,1,x,-1,4
COc1ccc(NC(=O)CSc2nnnn2C2CCCCC2)c(OC)c1,3,-4,i,1.1,0,1,1,-0.6,-5,-9
CC(NC(=O)Nc1ccc(Br)cc1)C(C)(C)C (configuration not stated),3,6,-0.1,0.1,1,-6,4,x,-19,12
NS(=O)(=O)c1ccc(N/N=C/c2ccc[nH]2)c([N+](=O)[O-])c1,5,73*,-0.7,1.5,-8,-2,5,x,x,22
CN(C(=O)COC(=O)c1ccc(Br)c([N+](=O)[O-])c1)c1c(N)n(Cc2ccccc2)c(=O)[nH]c1=O,3,4,-2.0,0.8,1,3,x,x,-1,x
Cc1cscc1-c1cc2nc(NCCCN(C)C)n(C)c(=O)c2s1,x,10,-0.3,x,1,x,x,0.8,x,x
O=C(CCNC(=O)c1ccc([N+](=O)[O-])cc1)Nc1ccccc1N1CCCC1,8,1,-1.6,4.1,0,-2,-1,-1.6,0,11
c1ccc(CSc2nnc(NC3=NCCCCC3)s2)cc1,2,-2,-0.6,1.9,0,-5,0,-1.3,-23,18
O=C(/C=C/c1ccc(OC(F)F)cc1)Nc1cccc(S(=O)(=O)N2CCOCC2)c1,7,-1,i,1.2,0,-75,10,0.0,-2,-14
Cc1c(C(=O)OC(C)CCN(C)C)oc2ccccc12 (configuration not stated),-1,-3,x,3.5,2,7,-1,1.2,-19,19
COc1ccc(C)cc1S(=O)(=O)N(CC(=O)Nc1cccc([N+](=O)[O-])c1)c1ccc(C)cc1,7,11,i,0.6,-3,-97,5,x,14,-22
Cc1c(Cl)c(C(F)(F)F)nn1CC(=O)N1CCSCC1,-5,1,-6.2,4.1,2,4,-1,0.4,2,0
COc1ccc(C2NCc3ccccc3-n3cccc32)cc1 (configuration not stated),1,6,-0.3,-0.5,5,-7,0,3.7,6,15
Cc1ccc(Sc2cc(C)nc(-c3ccccn3)n2)cc1,5,5,-1.0,0.8,1,5,-2,1.2,-8,23
CCN(CC(=O)Nc1ccccc1OC)C(=O)CSCc1c(C)noc1C,2,-5,-0.1,0.9,-1,-4,0,3.8,-12,9
CC1CCCN(C(=O)Cn2cnc3c2c(=O)n(C)c(=O)n3C)C1 (configuration not stated),5,-19,x,2.6,-11,-3,2,-1.4,-13,-6
COc1ccc(NC(=S)N(CCCN2CCCCC2)Cc2cccs2)cc1,-6,-10,-0.2,5.4,4,-7,-7,0.7,0,10
COc1ccc(OCC(=O)Nc2ccc(S(=O)(=O)N3CCN(C)CC3)cc2)cc1,8,-3,8.0,-1.1,1,-2,-2,x,-16,15
Cc1ccc(N(C(=O)c2csnn2)C(C(=O)NC2CCCC2)c2ccccn2)cc1 (configuration not stated),3,8,-2.2,-2.4,1,-6,5,-1.5,-21,26
O=C(CSc1nnc(-c2ccncc2)n1-c1ccc(Cl)cc1)Nc1ccc(C(=O)O)cc1,3,4,-2.1,0.1,2,4,1,5.2,-7,29
C/C(=N\N=C1/NC(=O)C(C)S1)c1ccco1 (configuration not stated),14,9,-0.3,0.2,2,0,2,-2.0,x,8
C(=C\c1ccccc1)/C=N/Nc1nncc(-c2ccccc2)n1,x,x,x,1.0,x,2,0,x,x,4
COCCn1c(SCC(=O)NNC(=O)c2ccc(OC)c(OC)c2)nc2ccccc2c1=O,11,-3,1.2,-1.4,1,2,2,x,-1,9
CCc1nnc(NC(=O)COc2ccccc2[N+](=O)[O-])s1,6,24,-0.4,-3.3,-3,-3,-1,0.1,-3,25
COc1ccc(C2=C(CN(C)C)C(c3ccccc3)c3ccccc3O2)cc1 (configuration not stated),-20,9,i,-0.4&-2.9,-1,3&7,2&-2,-1.4,30,5&17
COc1ccc2[nH]c(=O)c(CN(C(=O)COc3ccccc3)C(C)C)cc2c1,3,14,-0.6,2.0,11,0,5,-0.5,-13,12
COc1ccc(/C=N/NC(=O)COc2cccc3cccnc23)cc1OC,37,1,-0.2,1.3,0,-10,-4,x,x,41
CCCCNC(=O)CCc1nc2cccnc2n1Cc1ccc(OC)cc1,-8,4,i,0.6,1,-5,1,x,-16,0
CCn1nc(C(=O)NCCc2ccc3c(c2)OCCO3)c2ccccc2c1=O,0,1,-2.7,-2.3,7,-9,x,-0.8,1,x
CCCC(=O)Nc1ccccc1N1CCN(C(=O)c2ccccc2)CC1,-5,-3,i,-5.5,-5,4,1,2.1,-12,-4
CCCc1cc(=O)[nH]c(SCC(=O)N2CCc3ccccc3C2)n1,3,-6,i,-0.1,0,-2,x,-0.9,-15,x

# Two entries from above, set out differently.
SMILES: CCc1nnc(NC(=O)COc2ccccc2[N+](=O)[O-])s1
  MazEF act = 6	GDH-TPI inh = 24	Vc quorum ag = -0.4	UGM FP inh = -3.3	FBA Mtb inh = -3	Rv3671c inh = -3	SARS 3CLpro inh = -1	BioA inh = 0.1	SSB-PriA inh = -3	VHR inh abs = 25

SMILES: CCCC(=O)Nc1ccccc1N1CCN(C(=O)c2ccccc2)CC1
  MazEF act = -5	GDH-TPI inh = -3	Vc quorum ag = i	UGM FP inh = -5.5	FBA Mtb inh = -5	Rv3671c inh = 4	SARS 3CLpro inh = 1	BioA inh = 2.1	SSB-PriA inh = -12	VHR inh abs = -4

# Next section
SMILES,MazEF act,GDH-TPI inh,Vc quorum ag,UGM FP inh,FBA Mtb inh,Rv3671c inh,SARS 3CLpro inh,BioA inh,SSB-PriA inh,VHR inh abs
O=C(CNC(=O)Cc1ccccc1)N=Nc1c(O)[nH]c2ccc(Br)cc12,6,16,-1.8,-0.5,-6,-16,-8,0.2,3,38
O=c1c(Cc2ccc(F)cc2)c(O)ccn1Cc1cccc(Cl)c1,8,-2,-0.3,3.3,10,-2,3,0.7,-2,-8
CN(C)CCCNC(=O)C[C@H]1C[C@H](C(=O)N2CCOCC2)[C@@]2(C)c3[nH]c4ccc(Cl)cc4c3CCN2C1=O,16,-20,i,x,2,x,x,6.5,2,x
COc1ccc([C@H]2N[C@]3(CCCN(Cc4ccc(C(F)(F)F)cc4)C3=O)[C@H]3C(=O)N(C)C(=O)[C@@H]23)cc1,6,3,i,x,-1,x,x,-2.3,x,x
COc1ccc(NC(=O)COc2ccc(/C=N/NC(=O)c3cccnc3)cc2OC)cc1,2,14,-0.5,-2.9,-3,-15,-3,x,x,3
C(#Cc1ccccc1)CN1CCN(c2ccccn2)CC1,6&1,-4&5,1.0&-0.3,0.0,0&4,-3,6,2.1,4&-6,49
Cc1cc(C)c(C#N)c(SCC(=O)Nc2ccccc2C)n1,-8,0,i,2.0,-2,10,-3,x,-19,7
Cc1nc(NCC2CCCO2)c2nnn(Cc3ccccc3)c2n1 (configuration not stated),6,16,-0.2,2.1,0,4,0,x,-11,3
Cc1ccnc(NS(=O)(=O)c2ccc(NC(=O)Cc3cccs3)cc2)n1,-9,-5,i,-1.8,-2,-1,0,-7.5,3,13
COc1ccc(C2NC(=S)N(c3ccccc3)C(C)=C2C(=O)Nc2ccccc2)cc1 (configuration not stated),6,3,i,-1.0,-2,1,3,0.3,12,11

# Some of these compounds in order of heavy-atom count, falling.
SMILES,MazEF act,GDH-TPI inh,Vc quorum ag,UGM FP inh,FBA Mtb inh,Rv3671c inh,SARS 3CLpro inh,BioA inh,SSB-PriA inh,VHR inh abs
OCCN(CCCn1c(-c2ccncc2)nc2ccccc21)c1nc(CN2CCCCC2)cs1,-1,2,-1.3,-0.9,2,5,5,-0.2,-1,25
COCCn1c(SCC(=O)NNC(=O)c2ccc(OC)c(OC)c2)nc2ccccc2c1=O,11,-3,1.2,-1.4,1,2,2,x,-1,9
O=C(CSc1nnc(-c2ccncc2)n1-c1ccc(Cl)cc1)Nc1ccc(C(=O)O)cc1,3,4,-2.1,0.1,2,4,1,5.2,-7,29
O=C(/C=C/c1ccc(OC(F)F)cc1)Nc1cccc(S(=O)(=O)N2CCOCC2)c1,7,-1,i,1.2,0,-75,10,0.0,-2,-14
COc1ccc2[nH]c(=O)c(CN(C(=O)COc3ccccc3)C(C)C)cc2c1,3,14,-0.6,2.0,11,0,5,-0.5,-13,12
CCN(CC(=O)Nc1ccccc1OC)C(=O)CSCc1c(C)noc1C,2,-5,-0.1,0.9,-1,-4,0,3.8,-12,9
O=C(CCc1nnc(CCCc2ccccc2)o1)NCCc1ccco1,-2,1,x,4.0,0,-4,-1,x,-5,-10
O=C(Cn1cc(C(=O)C(F)(F)F)c2ccccc21)NCc1ccco1,1,13,-0.3,-1.1,-4,20,1,x,-1,4
CCCc1cc(=O)[nH]c(SCC(=O)N2CCc3ccccc3C2)n1,3,-6,i,-0.1,0,-2,x,-0.9,-15,x
Cc1cc(C)c(C#N)c(SCC(=O)Nc2ccccc2C)n1,-8,0,i,2.0,-2,10,-3,x,-19,7
Cc1ccc(Sc2cc(C)nc(-c3ccccn3)n2)cc1,5,5,-1.0,0.8,1,5,-2,1.2,-8,23
Cc1c(Cl)c(C(F)(F)F)nn1CC(=O)N1CCSCC1,-5,1,-6.2,4.1,2,4,-1,0.4,2,0
c1cn(CCCNC2=NCCCCC2)cn1,0,-7,6.7,-0.4,3,2,-8,1.0,15,10

# New compounds follow:
SMILES,MazEF act,GDH-TPI inh,Vc quorum ag,UGM FP inh,FBA Mtb inh,Rv3671c inh,SARS 3CLpro inh,BioA inh,SSB-PriA inh,VHR inh abs
CC(C)Cc1ccc(C(C)C(N)=NCCc2ccccc2)cc1 (configuration not stated),23,-1,-0.5,-0.5,1,x,-2,3.3,1,-16
CCCCNC(C(=O)Nc1ccc(Cl)c([N+](=O)[O-])c1)c1ccccc1 (configuration not stated),3,8,-0.2,-2.0,0,-8,-2,x,3,18
CCOc1ccc(NC(=O)CN(C)C(=O)/C=C/c2ccco2)cc1OCC,4,-1,-0.3,-0.7,-2,-1,x,-1.4,-16,x
Cc1cccc(C(=O)NCC(=O)N2CCN(c3ccc(Cl)cc3)CC2)c1,-13,-1,i,-1.0,2,-6,-1,0.0,-2,x
O=C(N/N=C/c1ccc[nH]1)c1cc(-c2ccc(Cl)cc2)nc2ccccc12,4,15,-0.7,-0.8,2,-6,4,x,x,1
CC(C(=O)OCC(=O)NC1CCCC1)N1C(=O)c2ccccc2C1=O (configuration not stated),8,-7,i,1.4,6,-3,x,-1.4,-2,x

# From PubChem
